Source: PubChem (Broad Institute)
EWS-Fli block: EWS/Fli transcriptional activity inhibition; A673 NR0B1-luciferase reporter, viability-normalised; inhibition, % at 12.6 µM; actives 0.67% (n = 350,000); AID 651661;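 active = mean inhibition of at least 50% after viability correction, with every replicate also passing that limit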;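 note: firefly luciferase signal divided by Alamar Blue viability fluorescence both relative to DMSO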
Cneo AK release: Cryptococcus neoformans lysis via adenylate kinase release; C. neoformans lysis, adenylate kinase release luminescence, 4 h; normalised: neutral wells 0, clomiphene wells 100; lysis activity, % at 15 µM; actives 0.2% (n = 360,000); AID 651654;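 active = mean lysis activity across replicates of at least 80%, whatever share of replicates individually reach that level; inactive = mean lysis activity below 80%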
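Schedule: static 4 h at 37 °C with compound, 1 h detection; system: C. neoformans cells; benchmarks: Clomiphene as positive control; buffer or medium: fresh YPD medium; measure: luminescence rise reflecting yeast cell lysis; measured by: luminescent adenylate kinase detection reagent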
PAX8 inh HTS: inhibitors of PAX8 transcriptional activity in RMG-I cells. RMG-I TPO-luciferase reporter, SteadyGlo, 24 h. inhibition, % at 12.6 µM. actives 1.2% (n = 360,000). AID 652154;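 active = mean replicate inhibition at least 60% with every replicate also reaching 60%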;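 note: luciferase light reporting Pax8 driven TPO promoter activity; plate controls were median of neutral control wells for no effect and mitoxantrone controls for full effect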
LGR2 inh: blocks bursicon-induced cAMP signaling via Drosophila LGR2. HEK293 LGR2, CRE-luciferase, bursicon-stimulated, 4 h. inhibition, % at 9.99 µM. actives 0.35% (n = 380,000);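 active = drop in luminescence signal, shown as inhibition above about 50% in the replicate tests, limit read from the data, passing the limit was not always enough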;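 note: agonist challenge used bursicon conditioned medium at about half maximal strength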
PGC1a acetyl inh: lowers PGC1a acetylation signal in U2OS cells. AlphaScreen anti-acetyl-lysine; with virally co-expressed GCN5 acetyltransferase. inhibition, % at 15.6 µM. actives 0.17% (n = 350,000);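 active = every replicate shows inhibition of at least 40%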;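 note: 0% = neutral control wells and 100% = positive control wells; some results beyond the cut were filed as inactive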
FN deposition inh: fibronectin deposition inhibition; AH1F fibroblasts, Alexa488-fibronectin deposition fluorescence, overnight; inhibition, % at 12.6 µM; actives 0.086% (n = 350,000); AID 743247;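 active = mean inhibition across replicates of 30% or more, regardless of how many single replicates reach that level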;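 note: positive control wells lacked labelled fibronectin entirely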
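Schedule: 1 h cell adhesion before compound, then overnight fibronectin incubation; test system: AH1F fibroblast monolayer depositing Alexa488-labelled fibronectin into matrix; quantity: 10000 AH1F cells per well; probe or stimulus: fluorescent fibronectin at 24 nM final; signal: fluorescence, ex 485 nm, em 525 nm; evaluation: percent inhibition as loss of matrix-bound fibronectin fluorescence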
Casp6 inh: blocks human caspase-6 cleavage activity. P55212. purified caspase-6, Z-VEID-R110 cleavage fluorescence. inhibition, % at 12.5 µM. actives 0.53% (n = 350,000). AID 686996;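 active = mean inhibition across replicates at least about 35%, with every replicate also reaching that limit, limit read from the data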;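 note: 0% = median of neutral control wells and 100% = no fluorescence left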
Target sequence (P55212 24-179 limits assumed): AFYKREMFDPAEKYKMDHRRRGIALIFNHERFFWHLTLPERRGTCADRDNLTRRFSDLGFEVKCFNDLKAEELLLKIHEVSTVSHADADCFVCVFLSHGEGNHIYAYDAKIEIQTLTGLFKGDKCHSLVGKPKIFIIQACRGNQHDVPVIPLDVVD
Target sequence (P55212 194-293 limits assumed): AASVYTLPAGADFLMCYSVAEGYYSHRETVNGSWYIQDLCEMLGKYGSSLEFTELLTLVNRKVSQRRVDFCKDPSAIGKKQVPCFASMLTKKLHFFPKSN
miR-122 sensor: inhibitors of miR-122 in Huh7 cells. Huh7 miR-122 Renilla luciferase sensor, 48 h; neutral wells = 0, positive control = 100. AID 602342. activation (reporter increase), % at 12.5 µM. actives 0.3% (n = 340,000);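 active = mean replicate activation score at least 90 and every replicate individually at or above 90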;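 note: higher luciferase means less miR-122 activity so hits act as miR-122 inhibitors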
* hit, by the source's call; / = no result given; & = joins results of further samples; [ ] = remark or other dose.

SMILES	EWS-Fli block	Cneo AK release	PAX8 inh HTS	LGR2 inh	PGC1a acetyl inh	FN deposition inh	Casp6 inh	miR-122 sensor
COc1ccc(S(=O)(=O)N(C)C[C@@H]2OCCCC[C@H](C)Oc3ccc(NS(=O)(=O)c4cn(C)cn4)cc3C(=O)N([C@@H](C)CO)C[C@@H]2C)cc1	/	1	5	4	-2	-3	2	-9[16.7 µM]
CCC(=O)Nc1ccc(S(=O)(=O)Nc2nccs2)cc1	4	5	23	13	-16	6	0	0
Cc1noc(C)c1NC(=O)N(C)C[C@H]1Oc2ccc(NS(=O)(=O)c3c(C)noc3C)cc2CC(=O)N([C@H](C)CO)C[C@@H]1C	-4	0	-37	-1	12	-7	-3	7[16.7 µM]
O=C(COc1cccc(C(F)(F)F)c1)Nc1nnc(C2CC2)s1	3	/	/	9	1	-9	2	-9
CCC(=O)N1[C@@H](CO)[C@@H](c2ccccc2)C12CN(C(=O)NC1CCCC1)C2	3	/	-33	22	7	/	-1	/
Cc1ccc(-c2cc(C(=O)O)c3cc(Br)ccc3n2)s1	-15&-15	-4&-18	-32&-11	-10&-17	1	2&-10	-4&12	1
CN(C)CCCN1CC(=O)N2CCc3ccc(Br)cc3C2CC1=O (centres undefined)	-2	/	-18	-5	/	3	-4	/
C=CCn1c(C)nnc1SCC(=O)Nc1ccc2c(c1)OCCO2	-8	-1	-14	-13	1	1	-1	-4
COC(=O)C[C@@H]1C[C@H]2c3cc(NC(=O)c4cccnc4)ccc3O[C@H]2[C@H](CO)O1	1	2	2	-18	-9	-4	-2	0[16.7 µM]
CO[C@H]1CN(C)C(=O)c2ccc(NC(=O)NC(C)C)cc2OC[C@@H](C)NC[C@H]1C	6	82*	-26	5	/	-2	-8	12[16.7 µM]
COC(=O)c1ccc(S(=O)(=O)N2CCCCCC2)cc1	/	1	-13	/	-33	-2	/	-5
O=c1[nH]c(C2CCCN(S(=O)(=O)c3ccccc3)C2)nc2c1nnn2Cc1cccc(Cl)c1 (centres undefined)	30	1	17	0	/	8	5	/
O=C(NC1CCCCCCC1)c1ccco1	/	0	/	-15	-8	6	/	2
CCOC(=O)C1CCN(C(=O)COc2ccc(Br)cc2Br)CC1	-3	1	-4	-21	-6	5	0	-1
O=C(NNC(=O)C12CC3CC(CC(Cl)(C3)C1)C2)c1ccncc1	3	-1	11	6	1	-8	-3	-5
CC1(C)Cc2c(sc(NC(=O)C(=O)NCCCN3CCOCC3)c2C#N)CO1	-5	0	4	4	-7	-2	1	-8
CCOC(=O)CNC1CC(=O)N(c2cccc(Cl)c2)C1=O (centres undefined)	2	2	/	-11	-4	/	0	-4
O=C(O)CN1C(=O)/C(=C\c2cccc(OCc3ccc(Cl)cc3)c2)SC1=S	-12	-4	-2	1	3	-8	28	4
CCCN1[C@@H]2c3ccc(-c4ccccc4F)c(=O)n3C[C@@H]2[C@@H](CO)[C@@H]1C(=O)N1CCOCC1	-27	2	8	-4	/	13	-1	-2[16.7 µM]
C[C@H]1CN([C@@H](C)CO)C(=O)CCCn2nncc2CO[C@H]1CN(C)S(=O)(=O)c1ccc2ccccc2c1	-25&-2&1	-1&-2&48	7&-6	-24&-2	-4&2	-6&-2	-1&-2&1	-2
O=C(C[C@H]1CC[C@@H](NC(=O)c2cccc(F)c2)[C@@H](CO)O1)NCCN1CCCC1	1	28	2	-2	16	-7	-11	-8[16.7 µM]
NC(=O)C(Cc1ccccc1)N1C(=O)c2ccccc2C1=O (centres undefined)	1	-2	19	-1	8	2	-1	-2
COc1ccc(NC(=O)Nc2ccc3c(c2)C(=O)N([C@@H](C)CO)C[C@H](C)[C@H](CN(C)S(C)(=O)=O)O3)cc1	-7	-7	/	-13	-9	-1	-2	-3[16.7 µM]
CN(C)Cc1c(C(=O)N/N=C/c2ccc(OCc3ccc(F)cc3)cc2)nnn1-c1nonc1N	-13	-4	-9	-20	/	5	3	/
CC[C@]1(O)CC2CN(CCc3c([nH]c4ccccc34)[C@@](C(=O)OC)(c3cc4c(cc3OC)N(C=O)[C@H]3[C@@](O)(C(=O)OC)[C@H](OC(C)=O)[C@]5(CC)C=CCN6CC[C@]43[C@@H]65)C2)C1 (some centres undefined)	62*	-2	82*	-12	0	-20	0	60

Another view of some results above:
SMILES: O=C(NNC(=O)C12CC3CC(CC(Cl)(C3)C1)C2)c1ccncc1
  EWS-Fli block = 3
  Cneo AK release = -1
  PAX8 inh HTS = 11
  LGR2 inh = 6
  PGC1a acetyl inh = 1
  FN deposition inh = -8
  Casp6 inh = -3
  miR-122 sensor = -5
SMILES: O=C(O)CN1C(=O)/C(=C\c2cccc(OCc3ccc(Cl)cc3)c2)SC1=S
  EWS-Fli block = -12
  Cneo AK release = -4
  PAX8 inh HTS = -2
  LGR2 inh = 1
  PGC1a acetyl inh = 3
  FN deposition inh = -8
  Casp6 inh = 28
  miR-122 sensor = 4

(more compounds)
SMILES	EWS-Fli block	Cneo AK release	PAX8 inh HTS	LGR2 inh	PGC1a acetyl inh	FN deposition inh	Casp6 inh	miR-122 sensor
C[C@H]1CCCCO[C@H](CN(C)Cc2ccncc2)[C@@H](C)CN([C@@H](C)CO)C(=O)c2cc(NC(=O)Nc3ccccc3)ccc2O1	/	-1	-7	-12	-5	-5	3	4[16.7 µM]
COc1ccc(NC(=O)CSCc2cc(=O)n3cc(C)sc3n2)cc1	3	4	-21	4	-5	1	-2	1
Cc1ccc(NC(=O)CSc2nc3ccccc3c(=O)n2CCCC(=O)N2CCCC2)cc1	/	0	/	/	-10	8	/	-11
COc1ccc([C@H]2C[C@H](n3cc(COC(=O)c4ccccc4)nn3)[C@@H](O)CN2C(=O)C2CCCCC2)cc1	-1	4	-3	5	-2	1	-4	0
C/C(CC(=O)Nc1ccc(Cl)c(Cl)c1)=N\NC(=O)C(=O)N1CCCCC1	3	3	-7	-4	-15	3	-1	4
Cc1cccc(CC(=O)NCCn2c(C)cc3ccccc32)c1	-4	-1	/	1	-14	-8	0	1
CCCCn1c(C)csc1=Nc1cccnc1	2	/	8	-4	/	10	-2	/
COCCNC(=O)C[C@H]1CC[C@H]2[C@@H](COc3ccc(NC(=O)COC)cc3C(=O)N2C)O1	6	-1	-3	-14	2	-12	-3	-2[16.7 µM]
CCCC(=O)Nc1ccc2c(c1)C(=O)N(C)[C@H]1CC[C@@H](CC(=O)NCC(F)(F)F)O[C@@H]1CO2	3	0	0	11	0	13	/	0[16.7 µM]
C=C(C)CSc1ncc(-c2cccc(C(F)(F)F)c2)cn1	/	2	/	-14	7	4	/	9
COc1ccc(C(=O)Nc2ccnn2C2CCN(Cc3ccncc3)CC2)cc1	/	-6	-5	5	/	-1	-5	/
COc1ccc(OC)c(NC(=O)C2CCCN2C(=O)NC2CCCCC2)c1 (centres undefined)	/	1	10	-4	-19	-3	1	2
COc1ccc(CCNC(=O)CSc2nc(-c3ccco3)cc(C(F)(F)F)n2)cc1	/	1	/	2	0	/	/	-2
CN1CCN(S(=O)(=O)c2cccc(C(=O)N(C)CC(=O)Nc3ccc(Cl)c(Cl)c3)c2)CC1	8	-1	4	1	-12	12	-4	-6
COc1ccc2c3c([nH]c2c1)[C@H](CO)N(C(=O)C1CC1)CC31CN(C)C1	-1	/	6	2	/	/	1	/
C[C@H](NC(=O)[C@@H]1[C@@H](CO)[C@@H]2Cn3c(cccc3=O)[C@@H]2N1CC1CCCCC1)c1ccccc1	0	/	/	18	0	/	2	/
CCOC(=O)c1sc(/S(C)=N\S(=O)(=O)c2cccc(Cl)c2)c2c1CCC=C2 (centres undefined)	5	/	14	-7	/	8	2	/
COC(=O)Cc1cc(OC)c(OC)cc1Cc1cc(OC)c(OC)cc1CC(=O)OC	/	-5	/	/	-18	-17	/	2
C[C@@H]1CN([C@H](C)CO)S(=O)(=O)c2ccc(Br)cc2O[C@@H]1CN(C)Cc1ccc(C(=O)O)cc1	-1&0	1	0	-10&-17	4&3	-2&6	7&1	2
CCOc1ccc(N2CC(C(=O)NCCCc3ccccc3)CC2=O)cc1 (centres undefined)	-3	0	2	-15	4	0	1	-5
CCn1cnnc1SCC(=O)NCC1COc2ccccc2O1 (centres undefined)	-9	0	-9	7	/	3	-5	/
CCCn1nc(C(=O)Nc2nnc(CC)s2)c2ccccc2c1=O	6	1	5	4	6	-14	-1	/
Oc1cccc(Nc2ccccc2)c1	26	-2	/	-5	-10	/	-5	-10
Cc1ccc(C)c(NS(=O)(=O)c2cc(C(=O)Nc3ccccc3-c3ccccc3)ccc2C)c1	/	0	/	/	-9	-1	/	45
Cc1ccc(S(=O)(=O)N(C)C[C@H]2Oc3ccc(NC(=O)Cc4ccccc4)cc3C(=O)N([C@@H](C)CO)C[C@H]2C)cc1	-8	-2	4	3	-3	/	3	37[16.7 µM]

The results go on:
SMILES	EWS-Fli block	Cneo AK release	PAX8 inh HTS	LGR2 inh	PGC1a acetyl inh	FN deposition inh	Casp6 inh	miR-122 sensor
Cc1cc(C)n2nc(SCc3ccccc3F)nc2n1	-39	4	-6	10	0	5	-3	/
CCOC(=O)CC(=O)COc1nc2cc3c(nc2o1)CCCC3	-41	-2	-93	-18	-2	1	1	8
Cc1ccc(-c2noc(C3CCCN(C(=O)c4ccc(C(C)(C)C)cc4)C3)n2)o1 (centres undefined)	24	0	22	7	/	-6	-5	13
C[C@H](CO)N1C[C@H](C)[C@H](CN(C)C)OCCCC[C@H](C)Oc2ccc(NS(=O)(=O)c3ccc(F)cc3)cc2C1=O	-1	5	2	-7	3	-1	-2	0[16.7 µM]
O=C(Cn1cnc2sc3c(c2c1=O)CCCC3)NCC(=O)Nc1ccccc1F	/	0	12	-4	1	-5	-4	1
COc1ccccc1-c1ccc([C@@H]2[C@@H](C#N)N(C(=O)CN(C)C)[C@H]2CO)cc1	1	-3	8	-4	-6	6	2	/
CNC(=O)C[C@@H]1CC[C@@H]2[C@H](COC[C@@H](O)CN2C(=O)c2ccc3c(c2)OCO3)O1	/	-2	/	0	-1	5	-1	-2[16.7 µM]
COc1ccccc1CCC(=O)Oc1ccccc1C#N	/	0	17	-10	-1	-1	3	10
O=C(CN1CCN(S(=O)(=O)c2ccccc2F)CC1)Nc1ccccc1C(=O)c1ccccc1	13	1	30	25	/	-13	-1	-2
C/C(=N\NC(=O)CN1CCN(S(=O)(=O)c2ccc(C)cc2)CC1)c1ccncc1	-2	-3	11	11	5	3	-1	16
O=C(c1ccc(Cl)s1)N1CCN(c2nc3ccccc3s2)CC1	-5	0	-2	-7	4	-1	2	5
CO[C@@H]1CN(C)C(=O)c2cc(NC(C)=O)ccc2OC[C@@H](C)N(Cc2ccccc2C(=O)O)C[C@H]1C	-5	3	11	1	20	-2	-2	-11[16.7 µM]
CCNC(=S)/N=C(/Nc1ccccc1)Nc1nc(C)cc(C)n1	7	3	9	/	-13	8	-8	10
O=C(O)CCC(NC(=O)c1ccc(Cl)cc1)C(=O)O (centres undefined)	-6	/	-5	-6	/	10	0	/
COc1ccccc1/C=C/CN1CCCC(CCC(=O)NCc2ccccc2F)C1 (centres undefined)	2	-3	8	8	2	2	-3	-5
O=C(Nc1ccc(F)cc1)N[C@@H]1C[C@@H]2O[C@H](CO)CC[C@@H]2O[C@@H]1CCc1ccc(C2=CCCC2)cc1	-2	/	-1	/	9	/	3	/

By substructure: the compounds so far with a cyano group
SMILES	EWS-Fli block	Cneo AK release	PAX8 inh HTS	LGR2 inh	PGC1a acetyl inh	FN deposition inh	Casp6 inh	miR-122 sensor
CC1(C)Cc2c(sc(NC(=O)C(=O)NCCCN3CCOCC3)c2C#N)CO1	-5	0	4	4	-7	-2	1	-8
COc1ccccc1-c1ccc([C@@H]2[C@@H](C#N)N(C(=O)CN(C)C)[C@H]2CO)cc1	1	-3	8	-4	-6	6	2	/
COc1ccccc1CCC(=O)Oc1ccccc1C#N	/	0	17	-10	-1	-1	3	10
